Bioassay records (PubChem)
TAAR1 antag = human TAAR1 antagonism. Q96RJ0. AID 624466. inhibition, % at 3 µM. 360,000 tested, 1.5% active. CHO RD-HGA16 TAAR1, Fluo-8 calcium fluorescence, antagonist;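 active = inhibition above a per-plate cutoff, the mean inhibition of test compounds on that plate plus 3 SD, cut at about 49% in these data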;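 also: 0% = DMSO plus EC80 beta-PEA response and 100% = DMSO alone without agonist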
Target sequence (Q96RJ0 whole entry, looked up): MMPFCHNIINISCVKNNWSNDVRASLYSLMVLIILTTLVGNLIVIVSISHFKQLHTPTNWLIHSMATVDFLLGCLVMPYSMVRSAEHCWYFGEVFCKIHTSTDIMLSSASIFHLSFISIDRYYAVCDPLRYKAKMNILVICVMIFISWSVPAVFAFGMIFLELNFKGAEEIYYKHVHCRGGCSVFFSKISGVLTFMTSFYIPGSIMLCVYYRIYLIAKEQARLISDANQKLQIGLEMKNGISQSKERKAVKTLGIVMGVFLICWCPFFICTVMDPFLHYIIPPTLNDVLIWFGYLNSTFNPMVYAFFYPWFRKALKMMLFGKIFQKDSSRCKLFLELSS
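Test system – hTAAR1-expressing CHO RD-HGA16 cells, Gα16-coupled · Also added – β-PEA at EC80 concentration, post-compound challenge · Compound – 3 µM, single point · Incubation – dye loading 75 min at 37 °C, then 30 min room temperature · Measured by – Fluo-8 intracellular calcium dye fluorescence, real-time kinetic reads · Benchmarks – vehicle and agonist controls · Replicates – singlicate, one well per test compound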
CHRM1 antagonist = antagonists of human M1 muscarinic receptor; CHO-K1 hM1, Fluo-8 calcium fluorescence, ACh EC80 antagonist; AID 588852; inhibition, % at 3 µM; 360,000 tested, 1.3% active; P11229;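 active = percent inhibition above its own plate's cutoff, namely the mean of that plate's compound wells plus 3 SD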;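 also: peak over basal fluorescence ratio during 140 s after agonist addition; 0% = ACh EC80 plus DMSO and 100% = DMSO alone without agonist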
Target sequence (P11229 whole entry, looked up): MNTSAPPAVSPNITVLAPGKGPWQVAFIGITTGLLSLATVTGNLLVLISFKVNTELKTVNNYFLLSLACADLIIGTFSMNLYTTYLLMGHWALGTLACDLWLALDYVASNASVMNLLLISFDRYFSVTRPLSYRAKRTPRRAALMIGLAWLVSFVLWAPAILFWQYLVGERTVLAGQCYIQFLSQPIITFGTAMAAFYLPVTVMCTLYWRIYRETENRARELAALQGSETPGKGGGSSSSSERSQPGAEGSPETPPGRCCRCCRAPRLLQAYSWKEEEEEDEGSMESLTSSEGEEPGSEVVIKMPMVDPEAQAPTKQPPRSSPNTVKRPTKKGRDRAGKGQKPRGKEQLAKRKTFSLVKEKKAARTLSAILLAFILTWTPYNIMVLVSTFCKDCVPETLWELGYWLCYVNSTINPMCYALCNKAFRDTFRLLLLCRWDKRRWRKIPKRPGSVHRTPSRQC
CHO parental Ca = counter-screen for OX1R antagonists: effect in parental CHO cells; parental CHO-K1, ATP-induced calcium, Fluo-8 fluorescence; inhibition, % at 5.6 µM; 330,000 tested, 0.63% active; AID 463079;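 active = inhibition above that plate's mean sample inhibition plus 3 SD, cut at about 26% in these data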;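 also: 0% = ATP-challenged DMSO wells and 100% = DMSO wells without ATP; some compounds past the cut are filed as inactive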
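Material: Parental CHO cells | Reagent: ATP | Compound dosing: Single nominal dose of 5.6 µM per compound | Detection: Intracellular calcium via Fluo-8 no-wash fluorescent dye | Read-out: % inhibition of ATP-induced calcium mobilization | Benchmarks: Low control ATP plus DMSO, high control DMSO only | Replicates: Singlicate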
CHO-K1 Ca ag = M1 agonist counterscreen hit in parental CHO-K1 cells | AID 602248 | 360,000 tested, 0.48% active | Fluo-8 calcium fluorescence; scaled to maximal ATP response, vehicle zero | activation, % at 3 µM; in the data active = activation above about 15%;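 also: untransfected CHO-K1 host cells lacking M1 receptor as counterscreen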
M1 PAM = potentiates human M1 receptor response to acetylcholine; 360,000 tested, 0.088% active; activation, % at 3 µM; P11229; CHO-K1 hM1, Fluo-8 calcium fluorescence, ACh EC20; 0% = ACh EC20, 100% = maximal ACh; AID 588819; in the data active = activation above about 19%, passing the limit was not always enough
TAAR1 ag = human TAAR1 agonism | Q96RJ0 | 360,000 tested, 0.99% active | CHO RD-HGA16 TAAR1, Fluo-8 calcium fluorescence; vehicle wells 0%, saturating PEA agonist 100% | AID 624467 | activation, % at 3 µM;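 active = activation above the mean activation of all test compounds in the run plus 3 SD, cut at about 38% in these data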
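Test system: RD-HGA16 (CHO) cells co-expressing Gα16 and hTAAR1 / Benchmarks: DMSO vehicle as 0%, PEA at EC100 as 100% / Repeats: no replicates (n 1) / Measure: % activation from peak over basal fluorescence ratio, DMSO-to-PEA scaled / Timing: 17-24 h plating, Fluo-8 75 min 37 °C, 30 min RT / Technique: kinetic Fluo-8 calcium fluorescence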
CHO-K1 Ca antag = nonselective inhibitor or artifact in parental CHO-K1 cells; 360,000 tested, 0.6% active; ATP-induced calcium, Fluo-8 fluorescence; inhibition, % at 3 µM;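 active = inhibition above a per-plate cutoff, the plate's mean sample inhibition plus 3 SD, cut at about 24% in these data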;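 also: 0% = DMSO plus EC80 ATP and 100% = DMSO alone without ATP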
M1 ag = agonists of human M1 muscarinic receptor; CHO-K1 hM1, Fluo-8 calcium fluorescence, agonist mode; 0% DMSO, 100% acetylcholine EC100; activation, % at 3 µM; 360,000 tested, 0.33% active;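 active = activation above the run's mean compound activation plus 3 SD, cut at about 16% in these data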;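 also: peak over basal fluorescence ratio within a 140 s kinetic read after compound addition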
M1 PAM parental = nonselective activator or artifact in parental CHO-K1 calcium assay. ATP EC20, Fluo-8 calcium fluorescence; 0% at ATP EC20, 100% at ATP max. activation, % at 3 µM. 360,000 tested, 0.02% active. AID 602247;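 active = activation above the run cutoff, the mean activation of all test compounds plus 3 SD, cut at about 40% in these data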;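 also: peak over basal fluorescence ratio in a 140 s read after ATP addition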
Numbers without * were called inactive; x = no result given. Compounds were not picked by outcome. Share with any hit: about 4.4%.

item	mol	TAAR1 antag	CHRM1 antagonist	CHO parental Ca	CHO-K1 Ca ag	M1 PAM	TAAR1 ag	CHO-K1 Ca antag	M1 ag	M1 PAM parental
1	COC(=O)c1cc(S(=O)(=O)N2CCCC2=O)c(Cl)cc1Cl	-19	-6	-14	0.0	8	3	8	-2	-1
2	Cc1ccc(C(=O)NCC(c2ccc(F)cc2)N2CCOCC2)s1 (stereo not given)	-11	-1	-19	0.5	-1	-1	-14	0	0
3	COc1ccc2oc(=O)c(C(=O)NC3CCCCCC3)cc2c1	-13	-12	-11	1.2	7	7	-12	-2	22
4	CCOC(=O)c1ccc(NC(=O)CC2SCCNC2=O)cc1 (stereo not given)	-4	-3	4	1.6	4	1	-19	0	15
5	CC1CCN(C(=O)c2ccc(NC(=O)C3CCCO3)cc2)CC1 (stereo not given)	5	-8	0	0.4	4	6	-2	-2	5
6	O=C(NC1=NCCS1)c1cc(-c2ccccc2)nn1-c1ccccc1	-3	10	0	0.3	1	10	-6	-5	18
7	COc1ccc(Oc2cccc(Cl)c2CNC(=O)CCCC(=O)O)cc1	12	-18	-6	0.6	15	1	-6	-3	13
8	COc1ccc(CNC(=O)O[C@H]2Cn3c(=O)ccc(=O)n3[C@@H]3CN(S(=O)(=O)c4ccc(C)cc4)C[C@]23O)cc1OC	12	-13	x	0.6	11	-1	-9	-2	17
9	O=C1CCSc2cccc3cccc(c23)N1	-4	-13	-10	0.2	1	3	-17	-4	10
10	CCOC(=O)COc1cccc2c(=O)n(CC(=O)N3CCCCC3)ccc12	-7	-21	0	0.4	14	4	-5	-2	12
11	COc1cc(/C=C2\SC(N)=NC2=O)cc(OC)c1	-3	0	x	0.9	-1	0	-4	-3	-4
12	CCOc1ccc2[nH]c(=O)c(CN(Cc3cccnc3)C(=O)Nc3ccccc3OC)cc2c1	27	-8	-14	1.4	12	2	7	-4	-4
13	CCN1CCN(S(=O)(=O)c2ccc(Cl)c(C(=O)Nc3ccccc3N3CCCCC3)c2)CC1	-10	-8	-17	-0.1	4	1	-14	-6	12
14	O=C(CN1C(=O)c2ccc([N+](=O)[O-])cc2C1=O)NC1CCS(=O)(=O)C1 (stereo not given)	-6	-11	4	1.6	13	1	-24	-1	17
15	O=C(c1ccccc1Br)N1CCN(c2ccc([N+](=O)[O-])c(N3CCOCC3)c2)CC1	-2	-9	-1	1.4	-1	5	8	7	12
16	Cc1ccc(C(=O)NCCCNc2ccc(C(F)(F)F)cc2[N+](=O)[O-])cc1	1	-2	21	0.4	5	2	-2	-6	19
17	CCOC(=O)CNC(=O)CCCCCC(=O)NCC(=O)OCC	-13	-10	4	-0.3	4	7	-1	-4	5
18	CC(=O)c1cc(C)ccc1OC(=O)c1ccco1	-29	-3	2	0.0	4	3	-5	-7	11
19	Cc1ccc(NC(=O)CSc2ccc(S(=O)(=O)N3CCCC3)cn2)cc1F	-5	5	9	16*	-6	22	-2	-1	15
20	CN(Cc1ccccc1)c1nc2nonc2nc1N1CCCC(CN2CCCC2=O)C1 (stereo not given)	5	-6	-31	0.5	3	0	-11	-8	16
21	Cc1ccc2nc(-c3ccc(NC(=O)COC(=O)c4ccco4)cc3)sc2c1	-10	9	0	0.5	-4	2	-3	-7	7
22	O/N=C1\CCCc2ccccc21	-10	-3	-10	0.4	15	5	-6	-4	14
23	C[C@H](CO)N1C[C@H](C)[C@@H](CN(C)C(=O)c2cnccn2)Oc2ncc(Br)cc2C1=O	-20	-6	x	-0.2	-1	3	8	0	7
24	Cc1cc(=O)[nH]c(N/N=C/C2=C(N3CCOCC3)C(=C\c3ccc(Cl)cc3)/CC2)n1	2	-13	-10	-0.2	7	0	-11	-8	13
25	Cc1cccc(N2CCN(C(=O)c3ccc(S(=O)(=O)N(C)c4ccccc4)cc3)CC2)c1C	-4	2	-13	-0.9	-10	-2	8	-9	-17
26	O=C(c1ccccc1)N1CCN(c2cc(-c3ccccc3)nc3cc(-c4cccc(Cl)c4)nn23)CC1	23	19	x	0.1	-11	-1	-5	-1	-8
27	O=C(Nc1cc(N2CCOCC2)ncn1)NC1(C(F)(F)F)Oc2ccccc2O1	-4	-15	-3	0.8	11	14	5	-3	7
28	CNC[C@H]1Oc2c(NS(=O)(=O)c3ccccc3)cccc2C(=O)N([C@H](C)CO)C[C@@H]1C	0	2	3	0.4	-1	4	-8	-2	1
29	Cc1cccc(C(C#N)c2nc3ccccc3nc2C(F)(F)F)c1 (stereo not given)	80*	-4	-16	-0.5	-11	-1	-10	-5	11
30	CCC(=O)Nc1nnc(CCc2ccccc2)s1	-9	0	-5	0.8	2	1	-6	-5	9
31	O=C1OCCC1Sc1nnc(-c2cccs2)n1Cc1ccccc1 (stereo not given)	x	6	-5	1.1	-1	x	-4	-5	18
32	Cc1cc(F)ccc1NC(=O)c1cc(S(=O)(=O)N2CCOCC2)cn1C	-17	-10	0	1.1	3	1	-5	-3	-2
33	CC(C)(C)C(=O)Nc1ccc(-c2nnc3n2CCCCC3)cc1	-1	-15	x	1.0	-1	0	-1	-5	-1
34	CCOCC(=O)N1CCN(Cc2ccc3c(c2)OCO3)CC1	3	-16	1	0.3	7	2	-6	-3	-10
35	Cc1ccc(C(=O)N2CCCN(c3nc4cc5c(cc4cc3C#N)OCO5)CC2)cc1	-3	-3	-17	1.4	8	2	-10	0	-11
36	CCCCCCCC(=O)N/N=C/c1ccncc1	-14	-19	-6	0.6	-3	1	-16	-2	14
37	COc1ccc(OC)c(N2C(=O)C(Cl)=C(N3CCOCC3)C2=O)c1	6	0	-13	0.1	-3	4	10	-7	-9
38	COc1ccc(NC(=O)CN(c2ccc(OC)c(Cl)c2)S(=O)(=O)c2ccccc2)cc1	12	-13	-13	0.9	8	5	-15	-2	23
39	C=CCn1c(Sc2nncn2C)nc2c1c(=O)[nH]c(=O)n2C	5	-11	-9	-0.2	12	1	10	-1	-6
40	CC(C)OCCCN1CN(S(=O)(=O)c2cccc(Cl)c2)c2nc3ccccc3nc21	-4	9	-14	0.6	0	0	11	-3	-6
41	CCn1c(COc2ccc(C)cc2)nnc1SCC(=O)C(C)(C)C	5	-20	-5	2.0	4	7	-6	-2	12
42	CC1CCN(c2nc3c(c(=O)n(C)c(=O)n3C)n2Cc2ccccc2)CC1	-31	3	-10	1.0	-9	19	-18	-9	17
43	CCc1c(C)c(C#N)c2nc3ccccc3n2c1NCc1ccco1	-9	-3	-32	1.0	2	20	-22	-4	31
44	CN1CCN(S(=O)(=O)c2cc(Cl)c(Cl)cc2Cl)CC1	-7	-11	-6	1.9	6	4	-12	-4	13
45	Cc1nn(CC(=O)c2cccc(Cl)c2)c(C)c1[N+](=O)[O-]	0	-3	-10	-0.3	9	-2	7	-3	-13
46	Cc1ccccc1NC(=O)Cn1nnc(S(=O)(=O)c2ccc(C(C)(C)C)cc2)c1N	24	-3	10	3.6	7	29	1	12	30
47	C[C@H](CO)N1C[C@H](C)[C@@H](CN(C)S(=O)(=O)c2ccc(F)cc2)Oc2ccc(NS(=O)(=O)c3ccccc3)cc2C1=O	3	-7	-19	-0.2	4	11	-11	-9	5
48	O=C(COC(=O)/C=C/c1ccc(F)cc1)Nc1ccccc1-c1ccccc1	21	-12	-5	0.7	6	8	7	-9	17
49	Cc1noc(C)c1C(=O)N1CCC2(CC1)Oc1ccc(F)cc1C(=O)C21CC(c2ccc(Cl)cc2)=NO1 (stereo not given)	8	6	0	0.3	-6	15	-11	-9	2
50	CCCCCCCCNc1nc(Cl)nc(NCc2ccco2)n1	-13	-1	0	0.4	8	4	1	-8	-5

Additional structures.
item	mol	TAAR1 antag	CHRM1 antagonist	CHO parental Ca	CHO-K1 Ca ag	M1 PAM	TAAR1 ag	CHO-K1 Ca antag	M1 ag	M1 PAM parental
51	CCOc1ccc(N(CC(=O)Nc2ccc(C)c(C)c2)S(=O)(=O)c2c(C)noc2C)cc1	47	12	21	2.4	-8	0	6	-5	14
52	Cc1ccc(-c2nn(-c3ccc(F)cc3)cc2C(=O)N(C)CC(=O)Nc2ccc(N3CCOCC3)cc2)cc1	-21	-3	3	0.7	2	2	-9	-2	-2
53	CN(C(=O)CSc1nc2cc(Cl)ccc2c(=O)n1Cc1ccco1)C1CCS(=O)(=O)C1 (stereo not given)	-7	7	-24	-0.1	-2	2	-9	-6	3
54	CS(=O)(=O)N1CCCC(C(=O)c2cccc(Cl)c2)C1 (stereo not given)	23	13	0	-0.2	-15	0	5	-7	-14
55	O=C(NCc1ccco1)NCC(F)(F)F	-18	-24	-3	0.1	9	13	6	-2	-2
56	CC(NC(=O)c1cc(=O)[nH]c2ccccc12)c1ccc(F)cc1F (stereo not given)	-6	-12	-11	1.7	14	1	-6	-3	12
57	CCc1ccc(-c2nc(CS(=O)CC(=O)NC3CCCCCC3)c(C)o2)cc1 (stereo not given)	-10	-17	-17	-0.8	18	-3	-9	-7	11
58	COc1ccc(N2C(=O)CC(N(Cc3ccco3)C(=O)CCC(=O)O)C2=O)cc1 (stereo not given)	23	11	-7	-0.7	-3	2	19	-5	-18
